Bioassay records as filed in PubChem BioAssay.
CASP6 VEID inh: inhibitors of human caspase-6 | purified caspase-6, Z-VEID-R110 cleavage fluorescence | inhibition, % at 12.5 µM | 350,000 tested, 0.53% active | AID 686996;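 active means mean inhibition across replicates at least about 35%, with every replicate also reaching that limit, limit read from the data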;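 further: 0% = median of neutral control wells and 100% = no fluorescence left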
Target sequence (P55212 24-179 limits assumed): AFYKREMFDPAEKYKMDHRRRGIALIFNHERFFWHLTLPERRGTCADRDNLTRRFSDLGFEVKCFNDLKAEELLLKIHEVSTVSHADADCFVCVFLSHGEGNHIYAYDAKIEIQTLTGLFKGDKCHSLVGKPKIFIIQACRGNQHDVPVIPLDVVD
Target sequence (P55212 194-293 limits assumed): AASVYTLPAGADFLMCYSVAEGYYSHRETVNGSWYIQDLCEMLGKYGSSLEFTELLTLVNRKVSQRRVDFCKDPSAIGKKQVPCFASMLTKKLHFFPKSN
FN deposit inh: fibronectin deposition inhibition | AH1F fibroblasts, Alexa488-fibronectin deposition fluorescence, overnight | inhibition, % at 12.6 µM | 350,000 tested, 0.086% active;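 active means mean inhibition across replicates of 30% or more, regardless of how many single replicates reach that level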;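 further: positive control wells lacked labelled fibronectin entirely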
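Assay system: AH1F fibroblast monolayer, labelled fibronectin deposition. Amount: 10000 cells per well. Also added: labelled fibronectin 24 nM. Compound: single-point pinned compound. Incubation: cell attachment 1 h, compound and FN exposure overnight. Detection: fluorescence after three HBSS washes, excitation 485 nm, emission 525 nm. Read-out: inhibition of fibronectin deposition signal.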
LGR2 antag: inhibitors of bursicon-induced Drosophila LGR2 receptor cAMP signaling; HEK293 LGR2, CRE-luciferase, bursicon-stimulated, 4 h; inhibition, % at 9.99 µM; 380,000 tested, 0.35% active; AID 720647;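 active means drop in luminescence signal, shown as inhibition above about 50% in the replicate tests, limit read from the data, passing the limit was not always enough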;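 further: agonist challenge used bursicon conditioned medium at about half maximal strength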
Cneo AK release: Cryptococcus neoformans lysis via adenylate kinase release; C. neoformans lysis, adenylate kinase release luminescence, 4 h; normalised: neutral wells 0, clomiphene wells 100; lysis activity, % at 15 µM; AID 651654; 360,000 tested, 0.2% active;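 active means mean lysis activity across replicates of at least 80%, whatever share of replicates individually reach that level; inactive means mean lysis activity below 80%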
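Material: C. neoformans cells; Schedule: 4 h static compound exposure, 37 °C, read 1 h post-reagent; Measured by: adenylate kinase release luminescence; Read-out: signal increase indicating cell lysis; Controls: Clomiphene as positive lysis control.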
miR-122 sensor: miR-122 inhibition in Huh7 cells. Huh7 miR-122 Renilla luciferase sensor, 48 h; neutral wells = 0, positive control = 100. 340,000 tested, 0.3% active. activation (reporter increase), % at 12.5 µM;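 active means mean replicate activation score at least 90 and every replicate individually at or above 90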;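 further: higher luciferase means less miR-122 activity so hits act as miR-122 inhibitors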
PAX8 inh HTS: inhibitors of PAX8 transcriptional activity in RMG-I cells | inhibition, % at 12.6 µM | RMG-I TPO-luciferase reporter, SteadyGlo, 24 h | AID 652154 | 360,000 tested, 1.2% active;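 active means mean replicate inhibition at least 60% with every replicate also reaching 60%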;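 further: luciferase light reporting Pax8 driven TPO promoter activity; plate controls were median of neutral control wells for no effect and mitoxantrone controls for full effect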
PGC1a acetyl inh: lowers PGC1a acetylation signal in U2OS cells; AlphaScreen anti-acetyl-lysine; with virally co-expressed GCN5 acetyltransferase; inhibition, % at 15.6 µM; 350,000 tested, 0.17% active; AID 651687;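 active means every replicate shows inhibition of at least 40%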;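 further: 0% = neutral control wells and 100% = positive control wells; some results beyond the cut were filed as inactive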
EWS-Fli inh: EWS/Fli transcriptional activity inhibition | A673 NR0B1-luciferase reporter, viability-normalised | inhibition, % at 12.6 µM | 350,000 tested, 0.67% active;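 active means mean inhibition of at least 50% after viability correction, with every replicate also passing that limit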;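 further: firefly luciferase signal divided by Alamar Blue viability fluorescence both relative to DMSO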
Starred values were filed as active, the others as inactive; & = joins results of further samples; [ ] = another dose, or the depositor's remark.

Results for C[C@H]1CCCCO[C@H](CN(C)Cc2ccc(Cl)c(Cl)c2)[C@@H](C)CN([C@@H](C)CO)C(=O)c2cc(NC(=O)Nc3ccc(C(F)(F)F)cc3)ccc2O1 ?
CASP6 VEID inh: -3; LGR2 antag: 3; Cneo AK release: 1; miR-122 sensor: 2[16.7 µM]; PAX8 inh HTS: 78*; PGC1a acetyl inh: -11; EWS-Fli inh: 7

What do the screens show for `C[C@H]1CN([C@@H](C)CO)C(=O)c2cccc(NC(=O)c3cnccn3)c2O[C@@H]1CN(C)S(=O)(=O)c1ccccc1`?
LGR2 antag: 6; miR-122 sensor: 2[16.7 µM]; PAX8 inh HTS: -19; PGC1a acetyl inh: 2; EWS-Fli inh: -11

How did COc1ccc(S(=O)(=O)N(C)C[C@H]2Oc3ccc(NC(=O)C4CC4)cc3C(=O)N([C@@H](C)CO)C[C@H]2C)cc1 do in these assays?
CASP6 VEID inh: -2; LGR2 antag: -11; Cneo AK release: -1; miR-122 sensor: 50[16.7 µM]; PAX8 inh HTS: 4; PGC1a acetyl inh: -5; EWS-Fli inh: 5

Results for O=C(COC(=O)/C=C/C(=O)N1CCN(c2ccccc2)CC1)NC(c1ccccc1)c1ccccc1 ?
CASP6 VEID inh: -2; FN deposit inh: 14; LGR2 antag: 2; miR-122 sensor: -5; PAX8 inh HTS: 20; EWS-Fli inh: -2

How did COc1ccc(CN(C)C[C@@H]2OCCCC[C@@H](C)Oc3ccc(NS(=O)(=O)c4ccc(OC)cc4)cc3C(=O)N([C@H](C)CO)C[C@H]2C)cc1 do in these assays?
FN deposit inh: -6; LGR2 antag: 10; Cneo AK release: -4; miR-122 sensor: -10[16.7 µM]; PAX8 inh HTS: -3; PGC1a acetyl inh: 1; EWS-Fli inh: -4

How did Clc1cc(Cl)c2nc(N3CCOCC3)sc2c1 do in these assays?
FN deposit inh: -4; Cneo AK release: -1; miR-122 sensor: 2; PAX8 inh HTS: -44; PGC1a acetyl inh: -14

How did COc1ccc(CN(C)C[C@H]2OCCCC[C@H](C)Oc3ccc(NC(=O)C4CCCCC4)cc3C(=O)N([C@@H](C)CO)C[C@H]2C)cc1 do in these assays?
CASP6 VEID inh: 0; FN deposit inh: 3; LGR2 antag: -5; Cneo AK release: 2; miR-122 sensor: -8[16.7 µM]; PAX8 inh HTS: 3; PGC1a acetyl inh: 9

How did CCCC(=O)Nc1ccc2c(c1)OC[C@@H](C)N(C(=O)CC1CC1)C[C@H](C)[C@@H](OC)CN(C)C2=O do in these assays?
CASP6 VEID inh: -1; FN deposit inh: 1; LGR2 antag: 2; Cneo AK release: -2; miR-122 sensor: -9[16.7 µM]; PAX8 inh HTS: -1; PGC1a acetyl inh: -4; EWS-Fli inh: 5

What do the screens show for `Cc1cccc(/C=N\NC(=O)c2ccc(Cl)cc2)c1O`?
CASP6 VEID inh: 0; FN deposit inh: -8; LGR2 antag: -43; PAX8 inh HTS: -77; PGC1a acetyl inh: 23; EWS-Fli inh: -143

Results for C[C@H](CO)N1C[C@H](C)[C@@H](CN(C)Cc2cccc(C(=O)O)c2)Oc2cc(Br)ccc2S1(=O)=O ?
CASP6 VEID inh: 0&1; FN deposit inh: -3; LGR2 antag: 2&-6; Cneo AK release: -1&1; miR-122 sensor: 3; PAX8 inh HTS: 0; PGC1a acetyl inh: -4&2; EWS-Fli inh: -5&-4

Results for COc1ccccc1CNC(=O)C[C@@H]1C[C@@H]2c3cc(NC(=O)Cc4ccncc4)ccc3O[C@@H]2[C@H](CO)O1 ?
CASP6 VEID inh: 0; LGR2 antag: 7; Cneo AK release: 0; miR-122 sensor: -1[16.7 µM]; PAX8 inh HTS: -14; PGC1a acetyl inh: 1; EWS-Fli inh: -7

Results for COc1cc(OC)cc(C2C(C#N)=C(N)Oc3n[nH]c(-c4cccnc4)c32)c1 (configuration not stated) ?
CASP6 VEID inh: 1; LGR2 antag: -15; Cneo AK release: 1; miR-122 sensor: -4; PGC1a acetyl inh: 7; EWS-Fli inh: 1

Results for C[C@H]1CCCCO[C@@H](CN(C)Cc2ccc(C(F)(F)F)cc2)[C@@H](C)CN([C@@H](C)CO)C(=O)c2cc(NC(=O)NC3CCCCC3)ccc2O1 ?
CASP6 VEID inh: 2; LGR2 antag: 11; Cneo AK release: 1; miR-122 sensor: 4[16.7 µM]; PAX8 inh HTS: 52; PGC1a acetyl inh: 0; EWS-Fli inh: -4

What do the screens show for `C=CCc1cccc(/C=N/NC(=O)c2ccccc2Br)c1O`?
CASP6 VEID inh: -3; FN deposit inh: 15; LGR2 antag: -11; PAX8 inh HTS: -6; EWS-Fli inh: -4

What do the screens show for `Cc1cc(=O)n2nc(N3CCC(C(=O)N4CCN(c5ccccc5)CC4)CC3)sc2n1`?
CASP6 VEID inh: 1; FN deposit inh: -2; LGR2 antag: -28; Cneo AK release: 5; miR-122 sensor: -4; PAX8 inh HTS: 6; PGC1a acetyl inh: 3

Results for O=C(C1CC1)N1C[C@@H]2[C@H](c3ccccc31)[C@@H](CO)N2C(=O)c1ccccn1 ?
CASP6 VEID inh: 1; LGR2 antag: 13; Cneo AK release: -2; miR-122 sensor: 2[16.7 µM]; PAX8 inh HTS: -15; PGC1a acetyl inh: -1; EWS-Fli inh: -5

Results for CCc1ccc(S(=O)(=O)Nc2cc3c(cc2C)n(C)c(=O)n3C)cc1 ?
CASP6 VEID inh: 0; FN deposit inh: 3; LGR2 antag: -3; Cneo AK release: -3; miR-122 sensor: 15; PAX8 inh HTS: 35; PGC1a acetyl inh: -21; EWS-Fli inh: 47

How did CCCCn1c(N)c(N(CCOC)C(=O)C2CC(=O)N(c3cccc(SC)c3)C2)c(=O)[nH]c1=O (configuration not stated) do in these assays?
CASP6 VEID inh: -4; FN deposit inh: 2; LGR2 antag: -12; PAX8 inh HTS: -4; EWS-Fli inh: -4

How did COc1ccc(N2CCN(S(=O)(=O)CCNC(=O)C3CCCCC3)CC2)cc1 do in these assays?
CASP6 VEID inh: 0; FN deposit inh: -10; LGR2 antag: -7; Cneo AK release: 6; miR-122 sensor: -2; PAX8 inh HTS: -4; PGC1a acetyl inh: -13; EWS-Fli inh: 4

What do the screens show for `CCn1cc(C(=O)OC)c(=O)c2cc(S(=O)(=O)N(C)C3CCCCC3)ccc21`?
CASP6 VEID inh: 4; FN deposit inh: -14; LGR2 antag: 4; Cneo AK release: 0; miR-122 sensor: 4; PAX8 inh HTS: 6; PGC1a acetyl inh: -22; EWS-Fli inh: -3

What do the screens show for `COc1ccccc1C#Cc1cnc2c(c1)C(=O)N([C@H](C)CO)C[C@H](C)[C@H](CN(C)S(=O)(=O)c1cn(C)cn1)O2`?
CASP6 VEID inh: 0; LGR2 antag: 0; Cneo AK release: 70; miR-122 sensor: 0[16.7 µM]; PAX8 inh HTS: 10; PGC1a acetyl inh: -12; EWS-Fli inh: -1

Results for Cc1ccc(S(=O)(=O)N2C[C@H]3[C@@H](c4ccccc42)[C@H](CO)N3Cc2cccnc2)cc1 ?
FN deposit inh: 11; LGR2 antag: -5; Cneo AK release: -6; miR-122 sensor: -21[16.7 µM]; PAX8 inh HTS: -2; PGC1a acetyl inh: -4; EWS-Fli inh: -2

What do the screens show for `Cc1noc(C)c1S(=O)(=O)N(C)C[C@@H]1Oc2ccc(NC(=O)Nc3ccc(F)cc3)cc2CC(=O)N([C@@H](C)CO)C[C@@H]1C`?
CASP6 VEID inh: -2; LGR2 antag: 6; Cneo AK release: -4; miR-122 sensor: 19[16.7 µM]; PAX8 inh HTS: 9; PGC1a acetyl inh: -14; EWS-Fli inh: 3

Results for COc1ccccc1N1CCN(C(=O)Nc2cccc(C)c2)CC1 ?
LGR2 antag: -9; Cneo AK release: -1; miR-122 sensor: 0; PGC1a acetyl inh: -2

Results for COc1ccccc1CNC(=O)C[C@H]1CC[C@@H]2[C@H](COc3ccc(NS(=O)(=O)c4ccc(C)cc4)cc3C(=O)N2C)O1 ?
CASP6 VEID inh: 1; FN deposit inh: 0; LGR2 antag: -8; Cneo AK release: -5; miR-122 sensor: -27[16.7 µM]; PAX8 inh HTS: -8; PGC1a acetyl inh: 3; EWS-Fli inh: 0

How did CCCCCC(=O)Nc1nc(C)c(-c2csc(Nc3cc(OC)ccc3OC)n2)s1 do in these assays?
CASP6 VEID inh: 0; FN deposit inh: -11; LGR2 antag: 6; Cneo AK release: 2; miR-122 sensor: 4; PAX8 inh HTS: 16; PGC1a acetyl inh: -3; EWS-Fli inh: 15

What do the screens show for `Cc1cccc2nc(-c3ccccc3)c(-c3ccc(CN4CCC(n5cc(-c6ccccc6)[nH]c5=O)CC4)cc3)nc12`?
CASP6 VEID inh: -1; FN deposit inh: -7; LGR2 antag: -1; PAX8 inh HTS: 13; EWS-Fli inh: 21

Results for C[C@H](CO)N1C[C@H](C)[C@H](CN(C)C(=O)Nc2ccc(F)cc2)Oc2c(NC(=O)Nc3ccc(C(F)(F)F)cc3)cccc2C1=O ?
CASP6 VEID inh: -2; FN deposit inh: 10; LGR2 antag: 6; Cneo AK release: -13; miR-122 sensor: -7[16.7 µM]; PGC1a acetyl inh: -5; EWS-Fli inh: -5

What do the screens show for `COc1cc(C(=O)OC(C)CN2CCCC2)cc(OC)c1OC` (configuration not stated)?
FN deposit inh: -1; Cneo AK release: 6; miR-122 sensor: 1; PAX8 inh HTS: -9; PGC1a acetyl inh: 0

What do the screens show for `O=c1c2ccccc2c(C=NC2CCN(Cc3ccccc3)CC2)c(O)n1Cc1ccc2c(c1)OCO2`?
CASP6 VEID inh: -2; FN deposit inh: 5; PAX8 inh HTS: 18; EWS-Fli inh: 6

What do the screens show for `CC(=O)c1cccc(NC(=O)COC(=O)c2ccc(S(C)(=O)=O)c([N+](=O)[O-])c2)c1`?
CASP6 VEID inh: 15; FN deposit inh: 5; LGR2 antag: 36; PAX8 inh HTS: 21; PGC1a acetyl inh: -28; EWS-Fli inh: 10

How did Cc1cc(Br)c(NC(=O)CSc2n[nH]c(N)n2)c(Br)c1 do in these assays?
CASP6 VEID inh: 1; FN deposit inh: 5; LGR2 antag: 14; Cneo AK release: -2; PAX8 inh HTS: 2; PGC1a acetyl inh: 5; EWS-Fli inh: 4

Results for COc1ccc(NC(=O)CCN2CCN(S(=O)(=O)c3cc(Cl)ccc3OC)CC2)cc1 ?
LGR2 antag: 5; Cneo AK release: 0; miR-122 sensor: 6; PGC1a acetyl inh: -1

Results for CCC(CC)C(=O)N(C)c1c(C)nc2c(OCC(=O)N(C)C)cccn12 ?
CASP6 VEID inh: 6; FN deposit inh: 2; LGR2 antag: 12; Cneo AK release: 0; miR-122 sensor: -5; PAX8 inh HTS: -12; PGC1a acetyl inh: 9; EWS-Fli inh: -4

How did CCOc1ccc(N2C(=O)CC(Sc3ncccn3)C2=O)cc1 (configuration not stated) do in these assays?
FN deposit inh: -3; Cneo AK release: -1; miR-122 sensor: -3; PAX8 inh HTS: -8; PGC1a acetyl inh: 9

Results for CC(=O)Nc1ccc(Nc2ncnc3c2nnn3Cc2ccccc2Cl)cc1 ?
FN deposit inh: 14; LGR2 antag: 4; Cneo AK release: -4; miR-122 sensor: 7; PAX8 inh HTS: 6; EWS-Fli inh: 5

What do the screens show for `COc1ccc(NC(=O)CNC(=O)c2ccco2)cc1S(=O)(=O)Nc1cc(C)ccc1Br`?
CASP6 VEID inh: -1; FN deposit inh: -4; LGR2 antag: -4; Cneo AK release: 1; PAX8 inh HTS: 5; PGC1a acetyl inh: -1; EWS-Fli inh: 7
